High-throughput results: PubChem, several laboratories
HSP90 inh: inhibitors of HSP90 luciferase refolding in rabbit reticulocyte lysate; luciferase refolding luminescence, 3 h; inhibition, % at 5.6 µM; 290,000 compounds, 0.91% hits; AID 1789;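 active means inhibition above the screen-wide mean plus 3 SD, computed separately per campaign, cut at about 16% in these data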;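 further: 0% = DMSO wells and 100% = 60 µM geldanamycin wells; inhibitors lower the luminescence because luciferase stays unfolded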
AI-2 QS modul: modulators of Vibrio harveyi AI-2 quorum sensing system; Vibrio harveyi JMH597 AI-2 luminescence/OD600 ratio, 9 h; active compounds read low; strain lacks LuxN and CqsS sensors; 0 = neutral-control median; activity change, % at 7.5 µM; 300,000 compounds, 0.4% hits; in the data active means activity change below about -75%, passing the limit was not always enough;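 further: luminescence divided by OD600 gain over 9 h not by final OD600 alone; inactives centre near 13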
aSyn 5UTR inh: MLPCN primary screen, SNCA 5' untranslated region; alpha-synuclein 5'UTR reporter, inhibitor activity; inhibition, % (tested at 7.5 µM); 300,000 compounds, 0.82% hits; AID 1813; in the data active means inhibition above about 60%;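 further: H4 neuroglioblastoma cells stably carrying SNCA 5'UTR luciferase fusion; 0% = DMSO wells and 100% = positive control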
HSF1 inhib: HSF1 inhibition. NIH3T3-HGL HSE-luciferase, MG132-induced, luminescence 8 h; active compounds read low. activity change, negative = inhibition, % at 7.5 µM (by protocol). 300,000 compounds, 0.77% hits;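 active means more than half of replicate wells show activity change below -50%, luminescence cut by over half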;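 further: luciferase reports HSF-1 transcriptional activity via heat shock element; 0% = median of DMSO wells and -100% = zero luminescence signal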
IEC-6 tox: kills IEC-6 intestinal cells in KLF5 counter-screen; inhibition, % at 5 µM; 290,000 compounds, 0.78% hits; IEC-6 cytotoxicity, luminescence viability; AID 1825; in the data active means inhibition above about 22%;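 further: 0% = plate median of test compound wells and 100% = cytotoxic reference compound wells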
SKKanGAS inh: SKKanGAS growth inhibition | S. pyogenes SKKanGAS, kanamycin growth, BacTiter-Glo, 6 h | inhibition, % at 7.5 µM | 300,000 compounds, 1.3% hits;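 active means mean replicate score, as percent of positive control median, at least 50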;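 further: strain carries kanamycin resistance gene driven by streptokinase promoter and grows in 40 µg/ml kanamycin; loss of luminescence reflects streptokinase promoter inhibition or plain growth inhibition; 0% = median of DMSO wells and 100% = positive control at its reference dose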
HIF act: HIF pathway transcriptional activation; activation, % at 7.5 µM (by protocol); 300,000 compounds, 0.32% hits; U2OS HRE-luciferase reporter, luminescence; normalized: DMSO 0%, desferrioxamine 100%; AID 1910;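 active means mean activation of at least 10% of the iron chelator positive control signal, with at least half of replicates also reaching 10%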
Platelet DG rel: platelet dense granule release activity; 300,000 compounds, 0.22% hits; human platelet-rich plasma, SFLLRN dense granule ATP release, luminescence; inhibition, %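 (compounds screened at 7.5 µM in platelet-rich plasma)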;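 active means mean replicate score, as percent of positive control, at or above 50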
KLF5 inh: kruppel-like factor 5 inhibition | inhibition, % at 5 µM | DLD-1 KLF5 promoter-luciferase reporter, luminescence | AID 1700 | 290,000 compounds, 0.23% hits;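 active means inhibition above a per-plate limit of that plate's mean compound inhibition plus 3 SD, cut at about 60% in these data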;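 further: 0% = DMSO wells and 100% = LY294002 at 200 µM; higher means less KLF5 promoter-driven luciferase light; inactives centre near -14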
HSF-1 act: increases HSF-1 driven luciferase reporter signal; NIH3T3-HGL HSF-1 luciferase reporter, MG132, 8 h; 100% = twice DMSO control signal; activation, % at 9 µM; 300,000 compounds, 1.7% hits; AID 504408;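 active means mean replicate activation of at least 50% with a set share of replicates each reaching 50%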;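 further: 0% = median of the neutral control wells and 100% = twice that signal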
Active calls of the source: *; . = no result given.

SMILES	HSP90 inh	AI-2 QS modul	aSyn 5UTR inh	HSF1 inhib	IEC-6 tox	SKKanGAS inh	HIF act	Platelet DG rel	KLF5 inh	HSF-1 act
COC(=O)/C(N=Nc1cccc(C(F)(F)F)c1)=C(\C)O	0	13	34	-2	0	-5	-0.2	7	10	1
COc1ccc(CN(C(=O)Cn2nnc3ccccc32)C(C(=O)NC(C)(C)C)c2ccco2)cc1 (configuration not stated)	7	19	-4	-2	1	2	0.0	-3	4	-10
CCOC(=O)c1sc(NC(=O)Nc2ccc(F)cc2)nc1C	0	11	-61	9	8	-5	2.9	-9	-161	32
NC(=O)C1CCN(C(=O)COc2ccc3c(c2)oc(=O)c2ccccc23)CC1	-4	20	-12	3	2	-10	0.5	3	-24	4
CCOC(=O)c1c(C)[nH]c(C)c1C(=O)COC(=O)c1c(OC)cccc1OC	-1	3	5	8	-3	-3	-0.1	11	-26	-5
O=C(COC(=O)c1cnccn1)Nc1cccc2ccccc12	-4	-3	-16	8	-1	0	0.4	-4	0	8
CCOc1ccccc1CNC(=O)c1nn(CC)cc1[N+](=O)[O-]	3	13	20	-5	12	7	-0.1	-10	4	9
O=C(CN1CCOCC1)NNC(=O)c1ccc([N+](=O)[O-])cc1	1	4	1	1	1	-2	0.5	-17	-8	-5
O=C(NN1c2ccccc2CCc2ccccc21)c1ccccc1Br	-3	16	1	6	-5	7	0.4	0	-1	-1
CC(=O)Nc1ccc(C(=O)NNC(=O)c2ccc(Cl)cc2)cc1	-2	11	-3	-2	-2	-1	-14	10	-45	3
Cc1nn(C)c(C)c1S(=O)(=O)NC1CCCC1	0	11	5	4	3	-3	-0.8	-3	-12	1
COc1ccccc1NC(=O)C(C)OC(=O)CCCN=C1NS(=O)(=O)c2ccccc21 (configuration not stated)	.	20	-9	-1	.	-1	-0.4	-11	.	-16
Cc1cc(C)c2c(N)c(C(=O)Nc3ccc([N+](=O)[O-])cc3)sc2n1	-7	6	-144	21	4	0	0.8	12	-183	2
CN(C)CCN(C(=O)c1ccc(C(=O)c2ccccc2)cc1)c1nc2cc3c(cc2s1)OCO3	2	11	-13	-9	-8	4	0.3	10	-37	16
Cn1cc(CNC(=O)CC2C(=O)NCCN2CC(C)(C)C)cn1 (configuration not stated)	-1	14	-5	0	-3	0	-0.1	-2	2	-2

2 records drawn at random from those above, as already listed:
SMILES	HSP90 inh	AI-2 QS modul	aSyn 5UTR inh	HSF1 inhib	IEC-6 tox	SKKanGAS inh	HIF act	Platelet DG rel	KLF5 inh	HSF-1 act
COc1ccc(CN(C(=O)Cn2nnc3ccccc32)C(C(=O)NC(C)(C)C)c2ccco2)cc1 (configuration not stated)	7	19	-4	-2	1	2	0.0	-3	4	-10
CC(=O)Nc1ccc(C(=O)NNC(=O)c2ccc(Cl)cc2)cc1	-2	11	-3	-2	-2	-1	-14	10	-45	3

Six compounds from above, limited to AI-2 QS modul and HSP90 inh.
Structure | AI-2 QS modul | HSP90 inh
O=C(NN1c2ccccc2CCc2ccccc21)c1ccccc1Br | 16 | -3
CN(C)CCN(C(=O)c1ccc(C(=O)c2ccccc2)cc1)c1nc2cc3c(cc2s1)OCO3 | 11 | 2
O=C(CN1CCOCC1)NNC(=O)c1ccc([N+](=O)[O-])cc1 | 4 | 1
Cc1cc(C)c2c(N)c(C(=O)Nc3ccc([N+](=O)[O-])cc3)sc2n1 | 6 | -7
Cc1nn(C)c(C)c1S(=O)(=O)NC1CCCC1 | 11 | 0
COC(=O)/C(N=Nc1cccc(C(F)(F)F)c1)=C(\C)O | 13 | 0

New compounds follow:
SMILES	HSP90 inh	AI-2 QS modul	aSyn 5UTR inh	HSF1 inhib	IEC-6 tox	SKKanGAS inh	HIF act	Platelet DG rel	KLF5 inh	HSF-1 act
CCCCNc1nc2ccccc2nc1NS(=O)(=O)c1cccs1	-4	10	10	-6	-1	-6	0.0	-2	-21	8
O=C(CSc1ncccc1C(=O)O)NC1CCCCCCC1	-2	20	1	-2	1	.	-0.2	12	-14	-6
N#CC1=C(N)C(C#N)(C#N)[C@H](c2cccnc2)[C@H]2CN(C(=O)OCc3ccccc3)CC=C12	0	20	-16	-2	2	-4	-0.3	5	-13	7
CCC(=O)N1CCC2(CC1)Oc1ccc(F)cc1C(=O)C21CC(c2ccccc2)=NO1 (configuration not stated)	.	2	16	1	.	4	-0.5	4	.	-16
CCCC1CC(C)(/C(C)=N\NC(N)=S)OC1=O (configuration not stated)	2	0	-34	-1	7	-5	-0.5	-18	-7	-8
Cc1ccc2nc(NC(=O)CSc3nnc(C)c(=O)n3N)sc2c1	-3	21	-46	9	2	1	1.3	4	8	18
O=C(COC(=O)c1ccc(O)cc1O)c1ccc2c(c1)OCO2	-1	25	-16	21	-2	52*	1.6	15	-29	27
O=C(CCc1nc2ccccc2c(=O)[nH]1)N1CCN(S(=O)(=O)c2cccc(F)c2)CC1	0	27	-5	-7	-1	4	-0.3	-2	-16	15
CC(C)NC(=O)C(=O)Nc1cc2c3c(c1)C(C)C(=O)N3CCC2 (configuration not stated)	1	2	9	-1	7	2	-0.6	1	-20	6
CCOc1cc(CNCC2CCCO2)cc(Br)c1OCC(N)=O (configuration not stated)	-3	12	20	-2	-2	-2	0.0	-5	9	1
O=C(c1cc2cc(Br)ccc2o1)N1CCN(c2ccccc2)CC1	1	6	-35	21	-1	12	3.1	29	-34	22
O=C(NCc1ccccc1)C1=C[C@@H](c2csc3ccccc23)C[C@@H](OCc2ccc(CO)cc2)O1	15	11	27	4	8	22	-2.0	-2	0	7
Cc1ccc(-n2c(CNc3ccc(F)cc3)nnc2SCC(=O)N2CCCC2)cc1	-1	11	-3	-4	2	-19	0.2	-7	-22	-21
CCCOc1ccc(/C=C/C(=O)NCc2ccccc2)cc1	2	-23	3	10	-6	-1	0.8	13	-1	27
Cc1ccc(S(=O)(=O)N(C)C)cc1-n1c(SCC(=O)Nc2ccc(F)cc2)nc2ccccc2c1=O	-1	4	4	-8	-12	15	-0.4	3	16	-17
COc1ccc(N2CCN(C(=S)Nc3cc(C)cc(C)c3)CC2)cc1	-4	-11	50	1	-7	2	.	11	1	-5
O=C(c1cscn1)N1CCCC(N2CCN(c3ccc(F)cc3)CC2)C1 (configuration not stated)	-3	10	-24	-4	2	-3	0.7	2	-37	-16
COc1ccc(-c2noc(=O)n2Cc2ccccc2F)cc1	2	2	5	2	-2	1	0.3	-6	-14	10
O=C(CSc1nnc(-c2cccnc2)o1)c1cc2ccccc2oc1=O	0	17	-25	7	6	1	0.0	9	4	11
Cc1ccc(C(=O)OC(C)C(=O)c2cc(C)c(C)cc2C)o1 (configuration not stated)	-1	10	1	5	-5	16	-0.1	-3	-41	7
Cc1ccc2c(c1)N(CC(=O)NCC(C)c1ccccc1)C(=O)c1cccnc1O2 (configuration not stated)	-5	20	-13	3	-11	-1	-0.2	3	4	3
CC(C)C(=O)N1CCN(c2ccc([N+](=O)[O-])cc2Cl)CC1	3	6	-9	-20	-7	4	-0.9	-16	-53	-39
O=C(CCS(=O)(=O)c1cccs1)Nc1ccc(C(=O)NCc2ccc(F)cc2)cc1	3	17	10	3	1	-2	-0.8	-1	3	12
CC(=O)Nc1cccc(NC=C(C#N)C#N)c1	-2	19	-26	-5	1	-2	-2.1	-21	-3	0
CCOc1ccc(CCNC(=O)CSc2n[nH]c(N)n2)cc1OCC	0	20	32	-1	-2	-2	-0.8	6	-17	-3
Cc1cccc(C)c1NC(=O)CSc1nnc(NC(=O)C2CC2)s1	0	10	-2	1	2	2	-1.3	-4	-10	-1
CCOc1cc(S(=O)(=O)N2CCC(Cc3ccccc3)CC2)c(OCC)cc1-n1cnnn1	-3	35	23	-4	-6	-6	-0.4	0	11	-1
COc1cccc(CN(C)C(=O)CSCC(=O)Nc2ccc(C)cc2)c1OC	.	12	-2	-5	.	-5	-0.2	2	.	-21
Cc1c(NC(=O)c2ncn[nH]2)cccc1-c1nc2ccccc2s1	2	5	-49	5	-3	7	0.6	7	-32	-6
Cc1nn(-c2ccc(N3CCOCC3)nn2)c(C)c1CCC(=O)NCc1ccccc1F	5	20	1	-2	-4	-7	0.1	-1	-27	-10

Exported field by field: 4 of the compounds above
mol: Cc1nn(-c2ccc(N3CCOCC3)nn2)c(C)c1CCC(=O)NCc1ccccc1F
  HSP90 inh = 5 | AI-2 QS modul = 20 | aSyn 5UTR inh = 1 | HSF1 inhib = -2 | IEC-6 tox = -4 | SKKanGAS inh = -7 | HIF act = 0.1 | Platelet DG rel = -1 | KLF5 inh = -27 | HSF-1 act = -10

mol: CC(=O)Nc1cccc(NC=C(C#N)C#N)c1
  HSP90 inh = -2 | AI-2 QS modul = 19 | aSyn 5UTR inh = -26 | HSF1 inhib = -5 | IEC-6 tox = 1 | SKKanGAS inh = -2 | HIF act = -2.1 | Platelet DG rel = -21 | KLF5 inh = -3 | HSF-1 act = 0

mol: O=C(CCS(=O)(=O)c1cccs1)Nc1ccc(C(=O)NCc2ccc(F)cc2)cc1
  HSP90 inh = 3 | AI-2 QS modul = 17 | aSyn 5UTR inh = 10 | HSF1 inhib = 3 | IEC-6 tox = 1 | SKKanGAS inh = -2 | HIF act = -0.8 | Platelet DG rel = -1 | KLF5 inh = 3 | HSF-1 act = 12

mol: CC(C)C(=O)N1CCN(c2ccc([N+](=O)[O-])cc2Cl)CC1
  HSP90 inh = 3 | AI-2 QS modul = 6 | aSyn 5UTR inh = -9 | HSF1 inhib = -20 | IEC-6 tox = -7 | SKKanGAS inh = 4 | HIF act = -0.9 | Platelet DG rel = -16 | KLF5 inh = -53 | HSF-1 act = -39

Carrying on:
SMILES	HSP90 inh	AI-2 QS modul	aSyn 5UTR inh	HSF1 inhib	IEC-6 tox	SKKanGAS inh	HIF act	Platelet DG rel	KLF5 inh	HSF-1 act
Cc1onc(-c2ccccc2)c1C(=O)N=C(N)c1ccc(C(F)(F)F)cc1	3	24	-6	40	2	-3	0.0	-10	-2	82*
CC(CCc1ccccc1)NC(=O)c1nnc(Cc2ccc(Cl)cc2)o1 (configuration not stated)	0	22	23	3	0	-1	-0.2	16	8	-3
COc1ccc(-c2noc(CCC(=O)NCc3cc(Br)ccc3OC)n2)cc1	-3	6	24	-7	-8	-6	-0.2	-28	-15	-20
CCCn1c(SCC(=O)Nc2cccc(C(=O)OC)c2)nnc1-c1cccnc1	-1	18	-6	-6	6	0	-0.8	.	-3	8
COCCCNC(=O)[C@H]1N2C(=O)c3ccccc3C2SC1(C)C (some centres not stated)	10	-3	3	-1	2	-2	0.1	-6	0	-9
Nc1sc2c(c1C(=O)c1ccccc1)CCCC2	31*	13	-10	13	2	12	0.3	1	-32	4
CCCCOC(=O)Nc1cccc(Cl)c1C	-2	6	-104	21	1	2	1.6	12	-23	32
CCn1c(SCC(=O)N2CCc3ccccc3C2)nc2sc(C)c(C)c2c1=O	-2	26	15	-10	-2	4	-0.4	0	-11	1
COC(=O)C1=C(C)N=C2SC(C#N)=C(N)N2C1c1cc(OC)c(OC)c(OC)c1 (configuration not stated)	1	26	1	10	5	-3	-0.3	3	-18	11
CC(C(=O)Nc1cccc(S(=O)(=O)N2CCOCC2)c1)N1CCN(C)CC1 (configuration not stated)	-1	8	11	-6	-1	-3	0.1	15	-25	-16
COc1ccc(NC(=O)CCc2ccccc2)cc1NC(=O)c1ccco1	5	15	.	.	-1	-5	.	-9	-1	.
Cc1ccc(C(=O)NCC(=O)N/N=C/c2sccc2C)cc1[N+](=O)[O-]	-1	17	-7	-8	2	-1	-0.4	1	3	-1
